Screening results from PubChem BioAssay.
Pf growth 48h: Primary qHTS for delayed death inhibitors of the malarial parasite plastid, 48 hour incubation; P. falciparum luciferase growth in erythrocytes, 48 h; Potency, µM (titrated, usually from 28.7 µM), inactives show top-dose activity change, negative = inhibition, actives largely listed as inhibitors; actives 5.9% (n = 310,000)
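First compound was added to culture medium, then infected red cells at 0.1% parasitemia and 2% hematocrit (final). After incubation at 37 C under 5% CO2, luciferase detection reagent was dispensed and light output recorded.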
Sm TGR block: qHTS Assay for the Inhibitors of Schistosoma Mansoni Peroxiredoxins; Schistosoma mansoni thioredoxin glutathione reductase (TGR), Q962Y6; purified TGR, DTNB reduction, TNB absorbance 405 nm; Potency, µM (titrated, usually from 114 µM), without a hit: at the top dose activity change, negative = inhibition, most hits filed as inhibitors; actives 3% (n = 360,000); AID 485364, 2010; note: nearly all actives have a fitted effect of over 60% in size
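First, TGR (20 nM dispensed) and NADPH were mixed with compound. Second, a 15 min room-temperature incubation followed. Third, further NADPH and then DTNB were added to start the reaction. Finally, TNB absorbance was monitored kinetically.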
Pf growth 96h: Primary qHTS for delayed death inhibitors of the malarial parasite plastid, 96 hour incubation. P. falciparum luciferase reporter growth, 96 h. Potency, µM (series often up to 28.7 µM), inactives show at the top dose activity change, negative = inhibition, most hits filed as inhibitors. actives 6.9% (n = 320,000). AID 504834, 2011
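Two-generation exposure (96 h) targets delayed-death phenotype. Reporter parasites carrying integrated firefly luciferase, in red cells at 2% hematocrit and 0.05% parasitemia final, kept at 37 C, 5% CO2; luminescence loss indicates inhibition.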
HCV inhibitor: qHTS Assay for Inhibitors of Hepatitis C Virus (HCV). actives 3.4% (n = 340,000). AID 651820, 2012. Huh7.5.1 HCVcc-Cre infection, luciferase reporter, 44 h. Potency, µM (doses to about 41.8 µM), inactives show at the top dose activity change, negative = inhibition, actives largely listed as inhibitors
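Compounds are dispensed onto cells plated 4 h earlier at 1,000 per well, with HCVcc-Cre virus (about 0.5 moi) added next. Following 44 h of culture, luminescent signal is measured for 15 sec after 15 min with substrate at room temperature.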
TbPYK inhibitor: qHTS of Trypanosoma Brucei Inhibitors; actives 0.12% (n = 410,000); Potency, µM (top dose mostly 76.8 µM), for inactives: at the highest dose activity, negative = inhibition, usual class: inhibitors; pyruvate kinase (Trypanosoma brucei), Q57TT1; TbPYK enzyme, Kinase-Glo Plus ATP luminescence, 45 min; note: nearly all actives have a fitted effect of over 50% in size
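ADP (130 uM final) triggers the TbPYK reaction after compound addition; incubation is 45 min at room temperature. Kinase-Glo Plus is then added and luminescence imaged. Normalized data are fitted to concentration-effect curves.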
LmPK inh: qHTS Assay for Inhibitors of Leishmania Mexicana Pyruvate Kinase (LmPK) | Q27686 | purified LmPK, Kinase-Glo ATP luminescence, 1 h | Potency, µM (series often up to 57.5 µM), inactives show at the highest dose activity change, negative = inhibition, actives largely listed as inhibitors | actives 0.37% (n = 290,000) | AID 1721, 2009
Target sequence (Q27686 whole entry, looked up): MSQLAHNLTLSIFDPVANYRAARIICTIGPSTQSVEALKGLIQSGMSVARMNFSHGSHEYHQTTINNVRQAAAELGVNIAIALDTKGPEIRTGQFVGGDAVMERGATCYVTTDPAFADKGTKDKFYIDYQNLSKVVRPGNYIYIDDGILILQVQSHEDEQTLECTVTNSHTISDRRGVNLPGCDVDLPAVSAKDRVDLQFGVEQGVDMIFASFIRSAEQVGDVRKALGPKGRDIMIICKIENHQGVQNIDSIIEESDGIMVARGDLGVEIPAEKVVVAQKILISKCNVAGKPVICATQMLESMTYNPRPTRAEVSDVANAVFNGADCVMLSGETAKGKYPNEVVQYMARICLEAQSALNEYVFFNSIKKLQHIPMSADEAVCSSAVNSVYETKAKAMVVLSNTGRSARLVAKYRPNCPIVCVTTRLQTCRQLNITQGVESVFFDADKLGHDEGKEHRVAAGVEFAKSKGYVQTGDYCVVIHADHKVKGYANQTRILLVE
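In 50 mM imidazole pH 7.2 with 7 mM MgCl2, LmPK (0.1 nM) turned over PEP (0.5 mM) and ADP (0.1 mM) for 1 h at room temperature. Luciferase read-out of ATP.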
Active calls of the source: *; u = inconclusive; x = no result given; [ ] = dose if it differs, or a comment. Calls come from the whole dose curve; as a rule, active = well fitted curve in the direction sought with a large enough effect; inconclusive = small, poorly fitted or top-dose-only effect, or another doubt; inactive = no such curve, though single readings can be large; an effect the other way counts as inactive or inconclusive. % is set by controls: 0 for no effect and ±100 for the full control effect; potency is the fitted concentration of half-maximal effect.

SMILES	Pf growth 48h	Sm TGR block	Pf growth 96h	HCV inhibitor	TbPYK inhibitor	LmPK inh
COc1ccc(C2C3=C(N=C4SCC(=O)N42)c2ccccc2CC3)cc1 (configuration not stated)	u	0%	12µM*	-35%	-4%	-10%
C/C(=N\NC1=NCCN1)c1ccc(Cl)cc1	u	14%	2.3µM*	2%	-1%	-5%
CC(NC(=O)c1ccc(NS(C)(=O)=O)cc1)c1ccccc1 (configuration not stated)	11%	-1%	x	15%	7%	-1%
Cc1cccc(C)c1NC(=O)CSc1nnc([C@H](C)NC(=O)OC(C)(C)C)o1	-11%	2%	1%[5.75 µM]	23%	0%	-4%
O=C(NCCc1ccccc1)C1CCC(Cn2c(=O)c3ccccc3n(Cc3cccc(F)c3)c2=O)CC1 (configuration not stated)	3%	6%	-4%	-6%	8%	0%
CC1CCCCC1NC(=O)CO/N=C/c1ccccc1OC(F)F (configuration not stated)	-11%	-11%	-3%	-5%	0%	1%
COc1cccc(C(=O)NC2CCCc3c2cnn3-c2ccc(C)c(C)c2)c1OC (configuration not stated)	-3%	4%	u	u	-8%	0%
Cc1ccc(NC(=O)CN2C(=O)S/C(=C\c3ccc(C(=O)O)cc3)C2=O)cc1	9%	-7%	15µM*	4%	3%	-4%
CCCCn1c(N)c(N(CCOC)C(=O)c2cc(C)oc2C)c(=O)[nH]c1=O	5%	5%	5%	10%	-7%	x
Cc1ccc(C)c(NC(=O)c2ccc3c(c2)N(Cc2ccc(F)cc2)C(=O)CS3=O)c1 (configuration not stated)	3.3µM*	-1%	-12%	u	-5%	1%
CCCCNC1c2ccccc2C(=O)N1Cc1ccccc1 (configuration not stated)	8%	-1%	u	8%	-4%	0%
CN(C)S(=O)(=O)c1cc(NC(=O)CSc2cccc[n+]2[O-])ccc1Cl	-11%	33%	u	12%	-3%	x
Cc1nn(CC(=O)NC2CCC(C)CC2)c(C)c1[N+](=O)[O-] (configuration not stated)	23%	-3%	-6%	1%	-5%	x
CCOc1ccccc1NC(=O)c1cc(S(=O)(=O)N2CCC3(CC2)OCCO3)ccc1F	45%[activator]	5%	51%[activator]	x	9%	5%
O=C(CN1C(=O)c2ccccc2S1(=O)=O)c1ccc2c(c1)OCCCO2	u	0%	1.5µM*	18%	-8%	-3%

Shown as labelled records: two of the compounds above
Cc1nn(CC(=O)NC2CCC(C)CC2)c(C)c1[N+](=O)[O-] (configuration not stated)
  Pf growth 48h: 23% | Sm TGR block: -3% | Pf growth 96h: -6% | HCV inhibitor: 1% | TbPYK inhibitor: -5% | LmPK inh: x
O=C(CN1C(=O)c2ccccc2S1(=O)=O)c1ccc2c(c1)OCCCO2
  Pf growth 48h: u | Sm TGR block: 0% | Pf growth 96h: 1.5µM* | HCV inhibitor: 18% | TbPYK inhibitor: -8% | LmPK inh: -3%

The list goes on.
SMILES	Pf growth 48h	Sm TGR block	Pf growth 96h	HCV inhibitor	TbPYK inhibitor	LmPK inh
O=C(Nc1ccc(F)cc1)C(c1ccccc1)N1CCN(C(=O)c2ccco2)CC1 (configuration not stated)	x	-12%	u	6%	4%	2%
Cc1ccc(S(=O)(=O)N2CCN(C(=O)CN3C(=O)c4ccc([N+](=O)[O-])cc4C3=O)CC2)cc1C	-13%	-7%	-21%	1%	0%	x
COC(=O)c1cc(C(=O)NC(C)C2CC3CCC2C3)cc([N+](=O)[O-])c1 (configuration not stated)	u	5%	0%	-11%	-5%	-3%
CCCS(=O)(=O)N1CCCC(C(=O)Nc2ccc3c(c2)CCC3)C1 (configuration not stated)	30%	4%	-28%	7%	0%	-4%
c1ccc(CCCOCCC2CO2)cc1 (configuration not stated)	u	0%	-17%	x	x	2%
O=C(C1CCN(C2CC(=O)N(c3ccc(Cl)cc3)C2=O)CC1)N1CCOCC1 (configuration not stated)	7%	14µM*	x	6%	-9%	-3%
COc1ccccc1-c1cc(C(F)(F)F)nc(N2CCCC2)n1	10%	3%	0%	-12%	-3%	2%
Cc1ccc(N(C(=O)Cc2cccs2)C(C(=O)NC2CCCC2)c2ccncc2)cc1 (configuration not stated)	u	21%	0.93µM*	-11%	5%	4%
COc1ccc(C2CC(c3ccc(C)cc3)=NN2C(=O)CCC(=O)O)cc1OC (configuration not stated)	-1%	-1%	u	x	x	-4%
CCOC(=O)N1CCC(n2c(=S)[nH]c3cc(OCC)c(OCC)cc3c2=O)CC1	-8%	0%	-8%	-29%	-7%	5%
CN(C(=O)COC(=O)c1ccccc1Cc1ccccc1)C1CCS(=O)(=O)C1 (configuration not stated)	66%[activator]	5%	5%	10%	2%	4%
COc1ccc(C(=O)NCCCOC(=O)c2ccc(OC)cc2)cc1	-14%	6%	u	-3%	2%	-7%
Cc1ccc(S(=O)(=O)N(Cc2cccc([N+](=O)[O-])c2)C(=O)N2CCN(C)CC2)cc1	14%	-8%	-3%	0%	1%	x
Cn1c(C(=O)NCCCN2CCc3ccccc3C2)cc2c(=O)n(C)c3ccccc3c21	x	-4%	-9%	-3%	1%	12%
COc1ccc(C(=O)NNC(=S)NC(=O)c2cc(-c3ccccc3)nc3ccccc23)cc1	7%	8%	110%[activator]	u	-8%	1%
COc1ccc2[nH]c(S(=O)Cc3ncc(C)c(OC)c3C)nc2n1 (configuration not stated)	9.5µM*	x	8.5µM*	x	-13%	x
O=C(Nc1nnc(-c2ccc3c(c2)CCCC3)o1)c1ccccc1Cl	x	-18%	u	-5%	-1%	9%
COC(=O)c1ccc(COc2ccccc2/C=N/NS(=O)(=O)c2ccc(C)cc2)cc1	3%	13%	u	x	3%	9%
COC(=O)N(NC(=O)C(O)(c1ccccc1)c1ccccc1)c1ccc(C)cc1	11%	2%	17%	-13%	-8%	-2%
O=C(NCc1ccccn1)C1CCN(S(=O)(=O)c2cc(Cl)ccc2Cl)CC1	-7%	-7%	95%[activator]	u	5%	0%
CC(OC(=O)c1cc(Br)ccc1O)C(=O)NCc1ccc2c(c1)OCO2 (configuration not stated)	24%	1%	-2%	u	9%	x
CC1CCC(NC(=O)CSc2nnc(-c3cccnc3)o2)CC1 (configuration not stated)	10%	-10%	-18%	7%	2%	x
COc1ccccc1NC(=O)COc1cccc2c1CCNC2=O	u	2%	-17%	u	-7%	x
O=C(NC1CCCC1)c1ccc(CS(=O)Cc2ccc(Cl)cc2)o1 (configuration not stated)	-4%	u	u	0%	0%	-4%
O=C(NC1CC2CCC(C1)N2Cc1ccccc1)c1ccccc1Cl (configuration not stated)	1%	-18%	13µM*	-19%	5%	0%
COc1ccc(-c2csc(N3C(=N)SCC3=O)n2)cc1	135%[activator]	6%	188%[activator]	-15%	0%	-6%
Cc1ccc(N(Cc2cc(=O)[nH]c3ccccc23)C(=O)C(C)C)c(C)c1	u	15%	-19%	15%	2%	-7%
CC1(C)Cc2c(cnn2-c2ccc(F)cc2)C(NC(=O)CCN2CCCCC2=O)C1 (configuration not stated)	-1%	6%	u	4%	5%	-10%
CCOc1ccccc1C(=O)Nc1nnc(Cc2ccc(OC)c(OC)c2)s1	-15%	-19%	41%[activator]	u	-8%	13%
CC(Sc1ccccn1)C(=O)Nc1ccc2c(c1)OCO2 (configuration not stated)	29%	-16%	-1%	12%	1%	x
ON1C2CCCCC2N(O)C1c1ccccc1C(F)(F)F (configuration not stated)	7%	-34%	-99%	1%	-6%	0%
NS(=O)(=O)c1cccnc1Nc1cccc(Cl)c1	33%	u	x	-3%	-1%	8%
CCCN1C(=O)/C(=N\OCC(=O)NCC(F)(F)F)c2ccccc21	-11%	0%	-19%	-10%	1%	3%
O=C(N/N=C/c1cccs1)c1ccc2nc[nH]c2c1	81%[activator]	-2%	16%	11%	-2%	-1%
Cc1cc(NC(=O)c2ccccc2)n(-c2nc3ccccc3[nH]2)n1	-24%	-8%	u	u	4%	1%
CC(C(=O)Nc1ccccc1-c1ccccc1)N1CCN(S(=O)(=O)c2ccccc2)CC1 (configuration not stated)	6.6µM*	6%	9.3µM*	u	-13%	6%
CCc1ccc(Nc2ncc3c(n2)CC(C)(C)CC3=O)cc1	154%[activator]	0%	183%[activator]	-7%	-2%	2%
COc1ccc(/C=N/n2c(C)nc3sc(C)c(C)c3c2=O)cc1	53%[activator]	13%	9%	16%	-6%	5%
Cc1c(C(=O)Nc2nc3ccccc3[nH]2)oc2ccc(Br)cc12	-16%	-1%	-102%	-13%	0%	-1%
Cc1ccn2c(=O)nc(SCc3cccc(C(F)(F)F)c3)nc2c1	-18%	-2%	u	-15%	6%	0%
Cc1ccc(-c2cc(C(=O)OCC(=O)Nc3ncc(C(F)(F)F)cc3Cl)c3ccccc3n2)cc1	-3%	-8%	u	u	0%	0%
Cc1nnc(NC(=O)CN2C(=O)c3ccccc3S2(=O)=O)s1	x	-16%	x	19%	-5%	4%
CC(C)C(C)(C#N)NC(=O)CSc1nnc(-c2ccccc2)o1 (configuration not stated)	x	12%	-14%	-10%	22%	3%
Cc1ccc(C)c(Cn2nnc3c(=O)[nH]c(C4CCCN(C(=O)c5ccco5)C4)nc32)c1 (configuration not stated)	u	14%	0%	-23%	0%	-1%
NC(=O)C1(NC(=O)[C@@H]2CC3(CC(c4cccc(NC(=O)[C@@H]5CCC(=O)N5)c4)=NO3)CN2C(=O)c2ccccc2)CC1 (some centres not stated)	3%	2%	33%[activator]	12%	-2%	5%

Some of the entries so far, with bars between the fields:
structure | Pf growth 48h | Sm TGR block | Pf growth 96h | HCV inhibitor | TbPYK inhibitor | LmPK inh
O=C(N/N=C/c1cccs1)c1ccc2nc[nH]c2c1 | 81%[activator] | -2% | 16% | 11% | -2% | -1%
NS(=O)(=O)c1cccnc1Nc1cccc(Cl)c1 | 33% | u | x | -3% | -1% | 8%
Cc1nnc(NC(=O)CN2C(=O)c3ccccc3S2(=O)=O)s1 | x | -16% | x | 19% | -5% | 4%
Cc1ccc(C)c(Cn2nnc3c(=O)[nH]c(C4CCCN(C(=O)c5ccco5)C4)nc32)c1 (configuration not stated) | u | 14% | 0% | -23% | 0% | -1%
ON1C2CCCCC2N(O)C1c1ccccc1C(F)(F)F (configuration not stated) | 7% | -34% | -99% | 1% | -6% | 0%

Following part:
SMILES	Pf growth 48h	Sm TGR block	Pf growth 96h	HCV inhibitor	TbPYK inhibitor	LmPK inh
COCCNS(=O)(=O)c1ccc2c3c(cccc13)C(=O)N2C	9%	x	-70%	-14%	0%	1%
CCCCNCC1CCCO1 (configuration not stated)	1%	4%	4%	18%	-8%	4%
O=C1C(=C(c2ccccc2)c2ccccc2)Nc2ccccc21	u	-23%	x	u	2%	-5%
N/C(Cc1nc(-c2ccc(Cl)cc2)cs1)=N/O	151%[activator]	1%	60%[activator]	-14%	2%	-3%
CC(=O)Nc1ccccc1NC(=O)CC(C)(C)C	17%	15%	u	u	2%	3%
COc1ccc(C)cc1N(C(=O)CNC(=O)c1ccco1)C(C(=O)NCC1CCCO1)c1ccccc1 (configuration not stated)	-12%	4%	0%	-16%	-1%	-9%
CN(C(=O)COc1coc(CN2CCN(c3ccccc3)CC2)cc1=O)c1ccccc1	-13%	39%[activator]	13µM*	-3%	-4%	x
O=c1c2ccccc2c(-c2ccccc2)nn1-c1cc(Cl)ccc1[N+](=O)[O-]	8.3µM*	-17%	u	u	6%	3%
CCN(CC(=O)Nc1ccc(NC(C)=O)cc1)C(=O)COc1ccccc1Cc1ccccc1	-14%	-7%	-29%	-4%	1%	-6%
O=C(NC1CCCc2ccccc21)C12CC3CC(CC(O)(C3)C1)C2 (configuration not stated)	21%	4%	-12%	17%	4%	-7%
CC(Cc1nnc(N)s1)c1ccccc1 (configuration not stated)	10%	-13%	-2%	1%	-14%	-3%
CSc1nncc(-c2ccc(F)c(F)c2)n1	u	6%	u	-12%	5%	1%
